Source: PubChem
Menin-MLL TR inh = qHTS Assay for Inhibitors Targeting the Menin-MLL Interaction in MLL Related Leukemias: Competition With Texas Red Labeled MLL-derived Mutant Peptide; O00255; Menin + Texas Red MLL mutant peptide, fluorescence polarization; Potency, µM (highest dose often 61.6 µM), for inactives: at the top dose FP activity change, negative = inhibition, most hits filed as inhibitors; actives 0.23% (n = 270,000); active = well fitted inhibition curve with a large enough effect in the polarisation, with a control signal flat, not every such curve was filed as active; inconclusive = small, poorly fitted or top-dose-only effect, or effect the other way, or a change in a side signal; inactive = no such curve, though single readings can be large or run the other way; the % refers to the polarisation; note: % of control where 0% means no effect; many of its hits are not listed in these tables
Target sequence (O00255 whole entry, looked up): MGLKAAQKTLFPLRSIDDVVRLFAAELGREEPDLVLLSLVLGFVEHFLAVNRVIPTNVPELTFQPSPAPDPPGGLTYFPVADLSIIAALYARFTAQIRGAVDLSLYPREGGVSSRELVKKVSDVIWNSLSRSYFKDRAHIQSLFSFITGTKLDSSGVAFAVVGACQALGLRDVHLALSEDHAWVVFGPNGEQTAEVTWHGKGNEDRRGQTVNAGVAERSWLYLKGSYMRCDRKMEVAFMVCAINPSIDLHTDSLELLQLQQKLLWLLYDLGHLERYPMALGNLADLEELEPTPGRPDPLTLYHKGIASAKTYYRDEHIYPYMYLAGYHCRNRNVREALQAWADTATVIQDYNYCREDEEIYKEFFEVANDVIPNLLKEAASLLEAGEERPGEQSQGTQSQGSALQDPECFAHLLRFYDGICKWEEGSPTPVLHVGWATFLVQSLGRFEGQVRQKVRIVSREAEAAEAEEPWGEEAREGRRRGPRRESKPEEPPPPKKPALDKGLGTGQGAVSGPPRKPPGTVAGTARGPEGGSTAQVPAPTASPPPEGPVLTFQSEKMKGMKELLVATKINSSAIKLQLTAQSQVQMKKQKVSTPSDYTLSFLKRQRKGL
Active calls of the source: *; u = inconclusive; & = joins results of further samples; [ ] = dose if it differs, or a comment. Potency is the fitted concentration of half-maximal effect. Some of the compounds tested, so the mix of outcomes need not match the whole.

Menin-MLL TR inh | molecule
0% | CC[C@H](C)[C@@H](NC(=O)O[C@@H]1C(=O)c2ccc(OC)cc2O[C@H]1c1ccc2c(c1)OCO2)C(=O)OC
-20% | COc1ccccc1CNc1ccnc(-c2cccnc2)n1
33%[activator] | CC(=O)OCC1OC(Oc2cc(OC(C)=O)c3c(=O)cc(-c4ccc(OC(C)=O)cc4)oc3c2)[C@@H](OC(C)=O)C(OC(C)=O)C1OC(C)=O (stereo not given in full)
-11%[24.8 µM] | C=CCN1CCN(c2nc3ccccc3nc2C#N)CC1
20% | CC(C)[C@@H](CC(=O)N[C@@H]1CCNC[C@H]1C(=O)N[C@H](CC(=O)N[C@@H](CCC(=O)O)CC(=O)O)Cc1ccccc1)NC(=O)C[C@H](Cc1c[nH]c2ccccc12)NC(=O)[C@@H]1CCCC[C@H]1N
3% | COc1ccc(-c2cc(=O)c3c(OC(C)=O)cc(OC(C)=O)cc3o2)cc1
-16% | O=S(=O)(CCc1ccccc1)c1ccccc1
-17% | CC1CC=CC2C1C(=O)N(Cc1ccccc1)C2c1ccc(-c2cc3ccccc3s2)cc1F (stereo not given)
u | COc1ccc(C2CC(c3ccccc3)Oc3cc4c(cc32)OCO4)cc1 (stereo not given)
3%[11.7 µM] | COCC#Cc1ccc(C2NC(C(=O)O)CCC2C)cc1 (stereo not given)
9% | COc1c(O)cccc1O
-11%[11.7 µM] | CO[C@H]1COC(=O)C/C=C\[C@H](C)[C@@H](NS(=O)(=O)c2ccc(C)cc2)COC(=O)CCC[C@@H]1C
-17% | Cc1ccc(CNc2ncnc3ccc(-c4c(C)noc4C)cc23)cc1
12% | COc1ccc2c(c1)C(=O)[C@H](OC(=O)NCCOc1ccccc1)[C@@H](c1ccc(OC)c(Br)c1)O2
-4% | O=C(c1csnn1)N1CCC2(CC1)CN(C(c1ccccc1)c1ccccc1)C2
9% | O=C1CCN(CCc2ccccc2)CCN1C(CSc1ccc(Br)cc1)Cc1ccccc1 (stereo not given)
-8% | O=c1c(-c2ccccc2)nc2cnc(Oc3ccccc3)nc2n1Cc1cccs1
18% | N#Cc1cccc(NC(=O)N2CC[C@@]3(CCCN(C(=O)c4cccc(F)c4)C3)C2)c1
14% | CC1(C)OC2CC3C4CC(F)C5=CC(=O)CC[C@@]5(C)C4C(O)C[C@@]3(C)[C@]2(C(=O)CO)O1 (stereo not given in full)
6% | Cc1noc(C)c1-c1nccc(N(C)Cc2ccco2)n1
0%[24.8 µM] | N[C@H](CO)Cc1cnc[nH]1
-13% | C/C=C1\C2C=C(C)CC1(N)c1ccc(=O)[nH]c1C2 (stereo not given)
u | Nc1c(S(=O)(=O)O)cc(Nc2cccc3ccccc23)c2c1C(=O)c1ccccc1C2=O
22% | Cn1cccc1C(=O)N1CCC2(CC1)CN(c1ccncc1)C2
-17% | FC(F)(F)c1ccccc1-c1ccc2ncnc(N3CCOCC3)c2c1
15% | C[C@H](C[C@H](N)C(=O)O)C(=O)O
-16% | CC12CCC=CC1C(c1ccc(C(F)(F)F)cc1)N(Cc1ccccc1)C2=O (stereo not given)
-2% | O=C(NCCNCCO)C1(C(F)(F)F)CC(CCc2ccccc2)CCCO1 (stereo not given)
20% | O=C(c1ccco1)N1CCC2(CCCN(c3cccc(-c4ccccc4)c3)C2)CC1
2% | CS(=O)(=O)N1CCC2(CCCN(C(=O)Nc3cccc(F)c3)C2)CC1
15% | CCCCCCCCCCCCCC/C(C(=O)O)=C(\C)C(=O)O
-27% | O=c1oc(-c2ccc(C(F)(F)F)cc2)nn1Cc1cc(Cl)ccc1O
-23%[11.7 µM] | COc1ccc(O[C@H]2C=C[C@@H](c3ccccc3)O[C@H]2COC(=O)CC/C(C)=N\O[C@@H](C)CN2CCCCc3nc(C)c(C)cc32)cc1
-4%[24.8 µM] | CC(=O)NCC(=O)N[C@H](CCC(=O)O)C(=O)O
-7%[11.7 µM] | CO/N=C(/C)CCC(=O)OC[C@@H]1O[C@H](c2ccccc2)C=C[C@@H]1Oc1ccc(OC)cc1
u | COc1ccc2[nH]cc(CCNc3ccnc(-c4cccc(NS(C)(=O)=O)c4)n3)c2c1
-18% | COCCn1c(=O)c(-c2cc(F)cc(F)c2)nc2cnc(Oc3cccc(Cl)c3)nc21
-6% | Cc1nc2cnc(N(C)C)nc2n(C)c1=O
0% | COc1ccc(C(=O)N2CCC3(CCCN(c4ccccc4)C3)CC2)cc1
0% | Cc1ccc(Sc2ccccc2CN(C)C)c(N)c1

Four entries already listed, sorted by their value in Menin-MLL TR inh, largest number first:
Menin-MLL TR inh | molecule
20% | O=C(c1ccco1)N1CCC2(CCCN(c3cccc(-c4ccccc4)c3)C2)CC1
12% | COc1ccc2c(c1)C(=O)[C@H](OC(=O)NCCOc1ccccc1)[C@@H](c1ccc(OC)c(Br)c1)O2
2% | CS(=O)(=O)N1CCC2(CCCN(C(=O)Nc3cccc(F)c3)C2)CC1
-17% | Cc1ccc(CNc2ncnc3ccc(-c4c(C)noc4C)cc23)cc1

The listing continues:
Menin-MLL TR inh | molecule
-3%[11.7 µM] | CCOC(=O)OCC1OC(C#Cc2ccc(Br)cc2)C=CC1OC(=O)OCC (stereo not given)
4% | COc1cccc(-c2nc(N(C)C)c3ccccc3n2)c1
9% | COc1ccccc1CNc1ccnc(-c2ccccc2Cl)n1
10% | c1csc(CNc2nc(-c3ccoc3)nc3ccccc23)c1
-14%[11.7 µM] | COC(OC)[C@@H](C)[C@H](OC)[C@@H](C)[C@H](OC)c1ccccc1
-2%[11.7 µM] | O=C1/C(=C/c2ccccc2)Oc2ccccc21
-1% | COc1ccc(-c2nnc3n2N=C(c2ccccc2OC)CS3)c(OC)c1
9%[11.7 µM] | CC(=O)OC[C@@H]1O[C@H](C/C=N\OCC[C@H]2C=C[C@H](OC(C)=O)[C@@H](COC(C)=O)O2)C=C[C@@H]1OC(C)=O
10%&-9% | NC(=O)NNc1ccccc1
3% | N#Cc1cccc(-c2cncnc2-n2ccnc2)c1
0%[24.8 µM] | CC(=O)[C@H]1CC[C@H]2[C@@H]3C=CC4=CC(=O)CC[C@@]4(C)[C@H]3CC[C@]12C
-6% | CC[C@H](C)[C@H](NC(=O)[C@H](CC(=O)O)NC(=O)[C@H](CC(C)C)NC(=O)[C@H](Cc1cnc[nH]1)NC(=O)[C@H](C)NC(=O)[C@H](Cc1ccccc1)NC(=O)[C@H](Cc1ccc(O)cc1)NC(=O)[C@@H](NC(=O)[C@H](C)NC(=O)[C@H](CCC(=O)O)NC(=O)[C@H](CCCCN)NC(=O)[C@H](CC(=O)O)NC(=O)[C@H](CCSC)NC(=O)[C@H](CC(C)C)NC(C)=O)C(C)C)C(=O)N[C@H](C(=O)N[C@@H](Cc1c[nH]c2ccccc12)C(=O)O)[C@@H](C)CC
1%[24.8 µM] | C#C[C@]1(O)CC[C@@H]2[C@H]3CCc4cc(OC)ccc4[C@@H]3CC[C@@]21C
u | O=C(NCCc1c[nH]c2ccccc12)c1ccccc1O
u | c1ccc(CNc2oc(-c3ccccc3)nc2-c2cccc3ccccc23)cc1
-7% | COc1ncc2nc(-c3cn(C)c4ccccc34)c(=O)n(Cc3ccc(F)cc3)c2n1
-13% | CCC1(c2ccc(OC)cc2)NC(=O)N(C)C1=O (stereo not given)
-15% | CC[C@@H](C)[C@@H](CO[C@@H](Cc1ccccc1)C(=O)N[C@@H](CCS(C)(=O)=O)C(=O)OC(C)C)NC[C@@H](N)CS
4% | CN(C)CCc1c[nH]c2ccc(CS(=O)(=O)N3CCCC3)cc12
u | COc1ccc(CNc2cc(-c3ccccc3Cl)ncn2)c(OC)c1

3 of the compounds above, as labelled records:
> O=C(c1ccco1)N1CCC2(CCCN(c3cccc(-c4ccccc4)c3)C2)CC1
  Menin-MLL TR inh: 20%
> CS(=O)(=O)N1CCC2(CCCN(C(=O)Nc3cccc(F)c3)C2)CC1
  Menin-MLL TR inh: 2%
> CCCCCCCCCCCCCC/C(C(=O)O)=C(\C)C(=O)O
  Menin-MLL TR inh: 15%

Further entries:
Menin-MLL TR inh | molecule
-14% | COc1ccccc1CNc1ccnc(-c2ccc(C(=O)N(C)C)cc2)n1
-2% | COCCNc1nc(-c2ccccc2CN(C)C)nc2ccccc12
1% | COc1ccc(NC(=O)N2CCCC3(CCN(C(=O)c4c(C)noc4C)CC3)C2)cc1
1% | CCOC(=O)c1ccc(C#Cc2ccc3c(c2)C(C)(C)CCS3)nc1
9% | CNc1nc(-c2ccccc2C(F)(F)F)nc2ccccc12
u | COc1ccc2c(c1)OCC(Cc1ccc(O)c(OC)c1)C2=O (stereo not given)
12%&2% | Cc1c(C)c2c(c(C)c1OC(=O)c1cccnc1)CC[C@@](C)(CCC[C@H](C)CCC[C@H](C)CCCC(C)C)O2
-11% | O=C(c1cnccn1)N1CCC2(CCN(Cc3ccncc3)CC2)CC1
23% | COc1ccc(C2=Nn3c(nnc3-c3ccccc3O)SC2)cc1OC
4% | COc1cccc([C@@H]2Oc3ccc(Br)cc3C[C@H]2OC(=O)Nc2ccc(OC(F)F)cc2)c1
-3% | COc1ccc(Oc2ncc3nc(C)c(=O)n(C)c3n2)cc1
17% | CC(C)=CCc1c2c(c(O)c3c(=O)c(O)c(-c4ccccc4)oc13)C=CC(C)(C)O2
8% | COc1cccc(-c2cncnc2-n2ccnc2)c1
3% | COC(=O)NC(/C=C/c1ccccc1)C(C(C)=O)C(=O)OC (stereo not given)
1% | COc1ccc2c(c1)c(CC(=O)NCc1ccc3c(c1)OCO3)c(C)n2C(=O)c1ccc(Cl)cc1
2% | CCOC(=O)c1ccc(O)cc1
0% | COC/C=C/C1=CC2=CC(=O)C(C)(OC(=O)c3cnc4ccccc4n3)C(=O)C2=CO1 (stereo not given)
-4% | Cn1cc(-c2nc3cncnc3n(Cc3ccc(F)cc3)c2=O)c2ccccc21
13%[11.7 µM] | COC(=O)C/C=C/C(C)C(OC)c1ccccc1Br (stereo not given)
4% | CCC/C=C1/CCCOC(C(=O)NCCOC)(C(F)(F)F)C1 (stereo not given)
0% | COc1ccc(SCC(CC(C)C)N2CCN(C)CCC2=O)cc1 (stereo not given)
-4% | COc1ccc(NC(=O)N2CC3(CCN(C(=O)c4cccc(F)c4)CC3)C2)cc1
-7% | CC(C)CN1CCC2(CC1)CCN(S(=O)(=O)c1ccccc1)CC2
u | CS(=O)(=O)NC(=O)CCC/C=C\C[C@H]1C(=O)C[C@@H](O)[C@@H]1/C=C/[C@@H](O)COc1ccccc1
9% | COc1ccc(C(=O)N2CCC3(CCN(CC(C)C)CC3)CC2)cc1
-21% | CN(C)Cc1ccccc1-c1ccc2ncnc(NCc3ccccc3)c2c1
10% | COc1ccccc1C1=Nn2c(nnc2-c2ccccc2OC)SC1
-12% | CSCC[C@H](NC(=O)[C@H](CCC(N)=O)NC(=O)[C@H](CCCCN)NC(=O)[C@H](CCCNC(=N)N)NC(=O)[C@H](Cc1ccc(O)cc1)NC(=O)[C@H](CCCNC(=N)N)NC(=O)[C@H](CO)NC(=O)[C@H](Cc1ccc(O)cc1)NC(=O)[C@H](CO)NC(=O)[C@H](CC(=O)O)NC(=O)[C@@H](NC(=O)[C@@H](N)Cc1ccccc1)[C@@H](C)O)C(=O)N[C@@H](C)C(=O)N[C@H](C(=O)N[C@@H](CCCCN)C(=O)N[C@@H](CCCCN)C(=O)N[C@@H](Cc1ccc(O)cc1)C(=O)N[C@@H](CC(C)C)C(=O)N[C@@H](C)C(=O)N[C@@H](C)C(=O)N[C@H](C(=O)N[C@@H](CC(C)C)C(=O)NCC(=O)N[C@@H](CCCCN)C(=O)N[C@@H](CCCNC(=N)N)C(=O)N[C@@H](Cc1ccc(O)cc1)C(=O)N[C@@H](CCCCN)C(=O)N[C@@H](CCC(N)=O)C(=O)N[C@@H](CCCNC(=N)N)C(=O)N[C@H](C(=O)N[C@@H](CCCCN)C(=O)N[C@@H](CC(N)=O)C(=O)N[C@@H](CCCCN)C(N)=O)C(C)C)C(C)C)C(C)C
10% | COc1ccc2[nH]cc(CCNc3cc(-c4c(C)noc4C)ncn3)c2c1
-5% | N#CCCn1c(=O)c(-c2ccc(Cl)cc2)nc2cnc(N3CCOCC3)nc21
-23%[11.7 µM] | C#CCC(C(=O)OC)(C(=O)OC)C(C[N+](=O)[O-])c1ccccc1 (stereo not given)
-13% | CCCCCCCCCCCC(=O)[O][Sn]([CH2]CCC)([CH2]CCC)[O]C(=O)CCCCCCCCCCC
19% | O=c1c(-c2cc(F)cc(F)c2)nc2cnc(N3CCNCC3)nc2n1Cc1cccs1
10% | COc1cccc(Cn2c(=O)c(-c3cccc(F)c3)nc3cncnc32)c1
0% | CN1CCN(c2ccnc(-c3ccoc3)n2)CC1
17%[11.7 µM] | Nc1ccccc1C(=O)/C=C\c1ccc2c(c1)OCO2
1%[11.7 µM] | CCN1C(C)=C(C(=O)OC)C(c2ccccc2)N2C(=O)[C@@]3(C(=O)OC)O[C@@]12C1C(=O)CCCC13 (stereo not given in full)
-3%[24.8 µM] | CCNCCCNCCCNCCCNCC
1% | CCCCCCCCCCCCCCCCCC[N+](C)(C)CCC[Si](OC)(OC)OC
-9% | Cc1nc2cnc(N3CCN(C)CC3)nc2n(Cc2cccs2)c1=O
5% | COc1cc2c(c(OC)c1OC)-c1ccc(OC)c(=O)cc1[C@@H](NC=O)CC2
1% | CC(=O)Nc1ccn(C2CC3OCC(NC(=O)C4CCCN4C(=O)OC(C)(C)C)C3O2)c(=O)n1 (stereo not given)
-3% | COC(=O)[C@@H](O)CC[C@@H](C)Cc1c(OC)c(OC)c(C)c(OC)c1OC
0% | COC(=O)C(CN)c1c[nH]c2ccc(OC)cc12 (stereo not given)
-5% | COC1C(O)C(CO)OC1n1cnc2c(=O)[nH]c(N)nc21 (stereo not given)
